Screens: PubChem BioAssay, The Scripps Research Institute Molecular Screening Center
pPAFAH inh: pPAFAH (human) enzyme inhibition; Q13093; recombinant pPAFAH, FP-rhodamine probe fluorescence polarization; inhibition, % at 3.39 µM; 330,000 tested, 1.5% active; AID 463082;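 active = inhibition above the mean inhibition across the screen plus 3 SD, cut at about 25% in these data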;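 also: inhibitors block binding of the rhodamine activity-based probe so polarization drops; 0% = enzyme with DMSO and 100% = wells lacking pPAFAH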
Target sequence (Q13093 whole entry, looked up): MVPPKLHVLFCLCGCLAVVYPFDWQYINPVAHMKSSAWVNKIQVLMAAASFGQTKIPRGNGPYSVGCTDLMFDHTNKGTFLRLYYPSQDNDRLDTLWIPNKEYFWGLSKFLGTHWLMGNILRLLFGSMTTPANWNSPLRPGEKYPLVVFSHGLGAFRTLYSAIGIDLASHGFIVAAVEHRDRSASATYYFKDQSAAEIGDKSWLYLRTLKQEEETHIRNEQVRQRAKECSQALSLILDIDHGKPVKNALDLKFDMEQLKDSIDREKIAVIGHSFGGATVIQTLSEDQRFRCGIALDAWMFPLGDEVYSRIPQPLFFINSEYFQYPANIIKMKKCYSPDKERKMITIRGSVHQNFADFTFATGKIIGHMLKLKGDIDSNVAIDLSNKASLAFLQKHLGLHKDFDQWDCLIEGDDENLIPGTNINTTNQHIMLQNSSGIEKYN
LYPLA2 counter: counter-screen for PME1 inhibitors: inhibitors of human LYPLA2 | recombinant LYPLA2, FP-Rh probe fluorescence polarization | O95372 | inhibition, % at 5.9 µM | 320,000 tested, 0.38% active;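 active = inhibition above the screen-wide mean plus 3 SD, limit set per campaign, cut at about 26% in these data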;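 also: 0% = LYPLA2 with DMSO and 100% = wells lacking LYPLA2 enzyme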
Target sequence (O95372 whole entry, looked up): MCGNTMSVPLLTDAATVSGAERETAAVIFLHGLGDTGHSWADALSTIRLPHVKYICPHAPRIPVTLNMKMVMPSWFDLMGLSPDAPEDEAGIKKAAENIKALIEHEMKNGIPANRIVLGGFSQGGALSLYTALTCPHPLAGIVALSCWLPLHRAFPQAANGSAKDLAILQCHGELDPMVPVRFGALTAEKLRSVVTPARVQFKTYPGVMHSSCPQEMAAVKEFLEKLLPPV
PAFAH2 FP inh: inhibitors of human PAFAH2; Q99487; recombinant PAFAH2, FP-rhodamine activity probe, fluorescence polarization; inhibition, % at 3.39 µM; 340,000 tested, 0.99% active; AID 492956;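 active = inhibition above the mean over all tested compounds plus 3 SD, cut at about 30% in these data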;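 also: inhibitors block probe labeling of enzyme so polarization drops; 0% = enzyme with DMSO and 100% = wells lacking PAFAH2 protein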
PAFAH1B3 FP inh: blocks human PAF acetylhydrolase 1B catalytic subunit 3 | Q15102 | inhibition, % at 3.39 µM | recombinant PAFAH1B3, FP-rhodamine probe, fluorescence polarization | AID 492972 | 340,000 tested, 0.28% active;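 active = inhibition above the screen-wide average of all tested compounds plus 3 SD, cut at about 25% in these data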;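 also: 0% = enzyme with DMSO only and 100% = wells lacking PAFAH1B3 protein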
LYPLA1 counter: LYPLA1 (human) inhibition in PME1 counter-screen. 320,000 tested, 0.16% active. recombinant LYPLA1, FP-Rh probe fluorescence polarization. inhibition, % at 5.9 µM. AID 2174;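 active = inhibition above the mean of all tested compounds plus 3 SD, set per campaign, cut at about 14% in these data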;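 also: inhibitors block serine hydrolase probe labeling of LYPLA1 so polarization falls; 0% = enzyme with DMSO and 100% = wells lacking LYPLA1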
GSTO1 counter: GSTO1 inhibition, counter-screen for RBBP9 inhibitors; P78417; recombinant GSTO1, activity-based probe fluorescence polarization; inhibition, % at 5.96 µM; 300,000 tested, 1.1% active; AID 1974;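 active = inhibition above the campaign mean inhibition plus 3 SD, cut at about 35% in these data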;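 also: 0% = GSTO1-1 with DMSO and 100% = wells lacking GSTO1-1 enzyme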
Target sequence (P78417 whole entry, looked up): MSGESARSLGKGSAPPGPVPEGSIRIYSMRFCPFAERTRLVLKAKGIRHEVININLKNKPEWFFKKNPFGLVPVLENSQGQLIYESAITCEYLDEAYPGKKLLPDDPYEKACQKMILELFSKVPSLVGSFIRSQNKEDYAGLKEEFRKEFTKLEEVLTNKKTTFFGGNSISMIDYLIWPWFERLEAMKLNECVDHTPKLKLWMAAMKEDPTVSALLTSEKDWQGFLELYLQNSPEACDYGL
PAD4 inh: inhibitors of human PAD4. Q9UM07. recombinant PAD4, RCA probe fluorescence polarization. inhibition, % at 6.36 µM. 330,000 tested, 0.41% active. AID 485272;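 active = percent inhibition above a cutoff equal to the mean of all tested compounds plus 3 SD, cut at about 15% in these data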;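 also: 0% = PAD4 with RCA probe and DMSO and 100% = probe without PAD4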
PREPL inh: inhibits the human prolyl oligopeptidase-like enzyme | inhibition, % at 5.96 µM | 320,000 tested, 0.68% active | Q4J6C6 | AID 2751 | recombinant PREPL, fluorescence polarization activity-based probe; in the data active = inhibition above about 43%;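 also: 0% = enzyme with DMSO and 100% = wells lacking enzyme; many of its hits are not listed in these tables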
PAFAH1B2 FP inh: inhibitors of human PAFAH1B2 | AID 492953 | P68402 | inhibition, % at 3.39 µM | 340,000 tested, 1.2% active | recombinant PAFAH1B2, FP-rhodamine activity probe, fluorescence polarization;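 active = inhibition above the mean of all tested compounds plus 3 SD, cut at about 24% in these data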;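 also: 0% = enzyme with DMSO and 100% = wells lacking PAFAH1B2; many of its hits are not listed in these tables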
Numbers without * were called inactive; · = no result given. Not all compounds are listed; the hit share may differ from the screen's.

SMILES	LYPLA1 counter	PAD4 inh	LYPLA2 counter	pPAFAH inh	GSTO1 counter	PAFAH2 FP inh	PAFAH1B2 FP inh	PAFAH1B3 FP inh	PREPL inh
Cc1ccccc1Cn1cc(NC(=O)CCCn2nc([N+](=O)[O-])cc2C)cn1	0.6	2.7	3.6	-0.5	1.2	-0.6	7.6	11.9	21.1
CSc1nc2nc(-c3ccccc3)cc(=O)n2[nH]1	-0.6	-7.6	-3.9	3.5	-10.7	0.0	-0.9	0.9	-9.9
O=C(Nc1cccc(Cn2cccn2)c1)c1cc2c(s1)CCCC2	-7.5	0.0	-0.4	3.5	-1.4	-4.6	-1.2	4.8	2.8
CC(C)N(C(=O)CN1C(=O)C(=O)c2ccccc21)c1ccccc1	1.6	-1.7	1.2	0.7	8.9	20.6	15.3	-2.7	1.8
Cc1cc(=O)n2nc(N3CCC(C(=O)NCC(C)c4ccccc4)CC3)sc2n1 (centres undefined)	-1.9	7.4	-0.1	4.1	-3.2	0.1	7.5	12.3	16.7
O=C1C=C(c2ccccc2C(F)(F)F)C[C@@H](c2ccc3c(c2)OCO3)C1	-1.6	0.9	-3.4	15.2	·	7.3	4.6	-2.4	-1.8
O=C(O)c1ccccc1P(=O)(c1ccccc1)c1ccccc1	2.5	-0.9	0.8	2.9	5.7	10.8	4.0	0.8	-0.9
CCC(C)(C)NC(=O)C(c1cccn1C)N(C(=O)Cn1nnc2ccccc21)c1ccc(F)cc1 (centres undefined)	2.3	-0.2	7.2	-2.9	3.8	3.1	1.9	3.3	13.4
CCOc1ccccc1N(CC(=O)O)S(=O)(=O)c1ccc(C)cc1	-2.3	-4.9	-1.2	0.0	5.5	2.4	5.6	1.7	16.9
CCn1c(CNC(=O)c2cccc(C)c2)nnc1SCC(=O)NC1CCCCC1C (centres undefined)	2.2	4.2	3.5	3.8	2.5	2.2	-2.5	3.5	6.6
Cc1ccc(OCCN2CCN(C)CC2)c([N+](=O)[O-])c1	0.3	-0.8	-2.8	-1.4	-0.5	2.3	1.5	-2.8	11.4
Cc1ccc(Nc2nc(NCCCN3CCOCC3)nc(N)c2[N+](=O)[O-])cc1	2.2	-17.9	-0.4	1.1	-0.7	-1.2	-5.7	0.1	0.5
C[C@@H]1CN([C@H](C)CO)C(=O)c2cc(NC(=O)Nc3ccc(C(F)(F)F)cc3)ccc2O[C@H]1CN(C)S(=O)(=O)c1ccc(Cl)cc1	·	-8.3	·	-39.3	·	-41.8	-46.5	-101.3	-3.9
C[C@]12C(=O)N(c3ccc(Br)cc3)C(=O)N1[C@@H]1c3ccccc3OC[C@@H]1[C@H]2c1ccccc1	-3.0	0.6	-2.0	3.0	7.7	-5.1	-1.6	3.2	-1.1
C[C@H]1C=C(C(=O)NCc2nc3ccccc3[nH]2)O[C@@H](OCCCCO)C1	1.1	7.2	-3.0	-8.9	-11.2	3.6	-1.6	0.4	5.4
C=CCNS(=O)(=O)c1sccc1/C=N/O	0.5	-1.2	0.4	-0.1	4.6	-0.1	1.9	-1.0	-1.3
CCOC(=O)c1cnn(-c2c(Cc3ccccc3)c(C)nc3c(-c4ccccc4)c(C)nn23)c1N	-2.2	-4.7	-2.7	-3.0	-8.9	2.4	-9.6	8.0	11.5
CCC(C)[C@H](NC(=O)[C@@H]1Cc2ccccc2CN1)C(=O)Nc1ccc2c(c1)OCO2 (some centres undefined)	-0.2	-9.5	8.2	2.2	-0.7	-9.0	-5.3	6.5	6.1
O=C(COc1ccc([N+](=O)[O-])cc1)Nc1ccc2[nH]c(=O)[nH]c2c1	-1.4	-2.8	2.0	4.2	-4.5	-0.3	7.0	-2.3	1.7
CCOc1cccc(/C=C/C(=O)O)c1	0.2	-4.8	-8.9	-3.7	0.7	4.7	2.6	2.9	3.0
Cn1c(=O)[nH]c(=O)c2c1nc(N1CCOCC1)n2CCc1ccccc1	-4.3	3.1	-6.5	1.3	8.8	-2.5	10.3	11.1	8.0
Cc1ccc(C(=O)Nc2nnc(-c3ccncc3)s2)o1	-0.1	3.9	-2.4	-0.9	3.5	2.9	5.7	11.0	-3.8
Cc1c(NC(=O)c2ccc3c4c(cccc24)CC3)c(=O)n(-c2ccccc2)n1C	0.1	-1.9	-0.2	-2.7	-2.1	-4.5	1.6	12.2	-1.2
COC(=O)c1ccc(N2CCN(C)CC2)c(NC(=O)COc2ccc(C)cc2)c1	3.6	5.0	4.8	3.4	-3.8	2.4	1.1	1.0	-30.4
Cc1ccc2oc(-c3ccc(C)c(NC(=S)NC(=O)c4cccs4)c3)nc2c1	-0.9	-8.5	-1.3	-3.7	0.8	1.0	-7.9	-3.6	-6.8
COc1ccccc1NC(C)=[N+](C)CCNS(=O)(=O)c1ccc(Cl)cc1	-1.4	0.5	-4.9	3.5	1.6	-5.5	3.7	-1.6	-4.3
CCOC(=O)CNC(=O)COc1coc(CN2CCN(c3ccccc3F)CC2)cc1=O	1.9	3.3	-1.3	5.2	-0.1	4.6	1.7	8.2	0.7
C#CCOCCOCCOCCNc1nc(N2CCN(C(=O)[C@H](CCCCN)n3cc(CN)nn3)CC2)nc(N2CCN(C(=O)[C@H](CCCCN)n3cc([C@@H](N)[C@H](C)CC)nn3)CC2)n1	·	0.4	·	-2.0	·	2.5	1.5	-3.5	14.9
C=CCOC(=O)Nc1ccc(Cl)cc1NC(=O)OCC=C	-4.6	-3.5	2.2	-1.8	-3.8	1.4	2.3	3.8	7.8
CC(C)(C)c1ccc(C2/C(=C(\O)c3ccc4c(c3)OCCO4)C(=O)C(=O)N2CCCN2CCOCC2)cc1 (centres undefined)	-1.1	-3.3	1.1	9.7	-2.7	10.9	2.5	-2.5	8.6

The list continues:
SMILES	LYPLA1 counter	PAD4 inh	LYPLA2 counter	pPAFAH inh	GSTO1 counter	PAFAH2 FP inh	PAFAH1B2 FP inh	PAFAH1B3 FP inh	PREPL inh
COc1cc(CNCCc2ccccc2F)ccc1OCc1ccc(Cl)nc1	1.9	-0.7	24.9	-4.4	3.4	10.5	1.3	7.3	-55.0
Nc1c(C(=O)NCc2ccccc2)sc2nc3c(cc12)C(=O)CCC3	2.5	-3.2	0.3	9.0	5.5	5.3	4.6	1.2	20.7
N#C/C(=C(/O)C(Cl)c1ccccc1)c1nc2ccccc2s1 (centres undefined)	-3.1	1.8	-8.6	8.1	-8.8	4.8	-0.4	5.0	-2.6
COC(=O)c1ccc(NC(=O)Cn2nnc3ccccc32)cc1	1.1	-0.1	2.6	-7.7	-2.0	3.2	-1.1	3.8	15.5
COc1ccc(C2=NN(C(=O)c3ccncc3)C(c3ccccc3O)C2)cc1 (centres undefined)	-2.1	-0.3	-6.0	4.7	-7.2	6.0	-1.6	11.8	-21.2
Cn1ccnc1C(O)c1ccccc1 (centres undefined)	1.2	1.1	4.1	4.8	3.2	1.1	2.0	2.1	6.3
FC(F)(F)c1ccc(CN2CCN(Cc3ccco3)CC2)cc1	-2.6	-0.5	-2.5	2.5	-5.0	1.8	4.2	5.5	1.1
O=S(=O)(NCCOc1cccc2cccnc12)c1ccc(F)cc1	2.4	-3.9	0.5	4.9	-6.5	7.3	-2.3	12.4	-0.4
Cc1cc(C(=O)NCC2CCCCC2)ccc1[N+](=O)[O-]	-0.2	-0.7	5.8	0.1	6.5	-0.3	4.7	-1.2	-6.2
CC(=O)c1c(C)[nH]c(C(=O)OCC(=O)NCCC2=CCCCC2)c1C	1.3	-0.5	-0.5	0.0	0.6	17.4	-3.6	-3.5	1.9
CCOC(=O)CSc1nnc(-c2cccnc2)n1C	1.5	-6.8	-1.5	-3.1	-7.2	-4.0	4.7	10.1	1.6
O=S1(=O)CC/C(=N/Nc2ccc(C(F)(F)F)cn2)c2cc(F)ccc21	0.4	-3.8	0.0	2.0	3.5	-0.2	-1.4	5.1	15.0
CC1CN(CCCCOc2ccc3ccccc3c2)CC(C)O1 (centres undefined)	-2.0	-6.9	1.9	1.2	6.8	14.5	-8.5	1.2	23.8
NC(=O)Nc1ccc(C(=O)OCC(=O)NC2CCCCC2)cc1	-0.1	1.0	0.6	4.1	11.9	81.2*	-0.1	9.0	-2.1
COc1cc2c(cc1OC)CN(C(=O)C1(c3ccccc3)CC1)CC2	-5.8	2.3	-1.2	-4.0	5.3	-0.3	4.9	-0.2	-5.4
CCNC(=O)/C(C#N)=C/c1c(N2CCN(Cc3ccc4c(c3)OCO4)CC2)nc2c(C)cccn2c1=O	2.0	2.1	4.0	5.2	-5.1	-14.3	5.9	8.9	29.0
O=C(CN1CCSCC1)N/N=C/c1ccccc1F	3.3	-0.4	-1.0	5.0	1.9	0.4	1.2	0.3	4.6
N=C1C(c2ccccc2)=C(O)CN1c1ccc2c(c1)OCO2	0.6	-3.1	-0.8	1.7	-0.3	9.0	7.8	-3.5	6.9
CSc1ccc(/C=N/n2c(C)nnc2C)cc1	2.3	4.1	6.2	-1.2	0.1	6.2	-5.0	9.8	5.7
O=C(OCC#CCSc1nnc(-c2cccc3ccccc23)o1)c1cccc2[nH]ccc12	·	-1.7	·	-7.0	·	-12.9	-5.9	-35.7	-4.0
O=C(COC(=O)c1c2c(nc3ccccc13)/C(=C\c1cccs1)CCC2)Nc1ccccc1	-48.0	-3.1	-68.8	-23.0	-7.8	-58.8	-38.5	-74.1	7.9
COC(=O)c1ccccc1NC(=S)N(Cc1ccc2c(c1)OCO2)Cc1cc2cccc(C)c2[nH]c1=O	-3.4	-0.5	-1.2	5.0	2.0	-12.9	-0.4	8.1	-3.3
O=C(N/N=C/c1c[nH]c2ccccc12)c1ccn[nH]1	-7.3	-5.2	-15.5	-7.5	7.8	2.7	3.1	1.4	-3.6
COc1ccc(CNC(=O)CS(=O)CC(=O)O)cc1OC (centres undefined)	-4.0	3.0	-6.0	-4.6	8.3	-1.0	-0.4	2.2	2.3
CC(/C=N/Nc1ccc2nncn2n1)=C\c1ccccc1	2.1	0.7	0.4	17.0	-9.2	0.8	9.4	4.3	24.0
O=C(COC(=O)CN1C(=O)c2ccccc2C1=O)Nc1ncc(Cl)cc1Cl	0.1	-0.2	-1.3	10.0	11.9	15.8	4.1	4.5	-2.2
O=C(CSc1ccccn1)N/N=C/c1cccc([N+](=O)[O-])c1	1.1	-0.8	5.3	4.3	-2.4	-2.1	-1.8	5.2	7.5
COc1ccc(N(CC(=O)NCCSC2CCCCC2)S(=O)(=O)c2ccccc2)c(OC)c1	3.9	-3.8	1.2	15.0	5.6	1.0	4.7	2.3	8.5
O=C(COc1ccc(NC(=O)c2ccccc2)cc1)c1ccccc1	-1.3	6.2	-1.6	-4.5	-2.8	-0.2	3.0	3.5	7.2
Cc1ccn2c(=O)nc(SCC(=O)NCc3ccccc3)nc2c1	-2.4	0.8	-0.7	20.7	8.8	10.9	4.7	3.2	8.5
Cc1ccc(/C=C/C(=O)N2CCCC(C)C2)cc1 (centres undefined)	2.1	-3.4	3.0	0.2	-0.7	-3.2	4.2	9.5	-5.0
CC1CCN(CC(C)CNC(=O)c2cc(-c3ccccn3)nc3ccccc23)CC1 (centres undefined)	0.5	-7.9	0.7	-0.5	3.6	4.4	9.1	5.4	0.0
O=C(CSc1nnc(CNC(=O)c2ccc(F)cc2)o1)NCc1ccc2c(c1)OCO2	1.9	-5.1	0.2	6.1	1.3	-2.3	-0.4	6.0	5.3
